MrgX1 ag = agonists of human MrgX1 receptor, primary screen, HEK293 cells, Fluo-4 calcium flux; B-score at 10 µM; Fluo-4 calcium fluorescence, agonist mode; hits give high values; 310,000 compounds, 0.44% hits;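 active = calcium response B-score plate-corrected fluorescence ratio at least 3 library SD, with starting fluorescence B-score inside 5 SD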
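Test system: HEK293 cells stably expressing human MrgX1 receptor; amount: 15,000 cells per well; doses: compound delivered in addition one of three; times: overnight plating before 1 h dye loading; detection: Fluo-4 NW calcium-flux fluorescence, kinetic read; read-out basis: B-scored fluorescence response ratio; controls: positive and negative controls per plate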
TRPC4 PAM = positive allosteric modulators of TRPC4, primary screen, cell-based, mouse TRPC4beta, HEK293 mu-opioid, Fluo-4 calcium. Short transient receptor potential channel 4 (Mus musculus), Q9QUQ5. DAMGO EC20, Fluo-4 Ca2+ flux; hits give high values. B-score at 10 µM. 310,000 compounds, 0.42% hits. AID 2227, 2009;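 active = B-score of calcium response area above 5 SD of library B-scores, with initial fluorescence ratio within 5 SD of library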;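 note: B-score of integrated fluorescence ratio over time as area under calcium response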
TRPC4 agonist = activators of mouse TRPC4 channel, primary screen, Fluo4 calcium, HEK293 TRPC4beta/mu-opioid cells | B-score at 10 µM | Fluo4 calcium fluorescence; hits give high values | Short transient receptor potential channel 4 (Mus musculus), Q9QUQ5 | 310,000 compounds, 0.49% hits;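 active = B-score above 5 SD of library B-scores, and initial fluorescence ratio not above library mean plus 5 SD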;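 note: positive B-score marks a calcium rise read as TRPC4 activation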
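Assay system – TRPC4beta and mu-opioid receptor HEK293 stable cells · Measured by – Fluo4 fluorescence, kinetic · Schedule – dye loading 45 min room temperature, 110 s kinetic read · Read-out – B-scored integrated calcium fluorescence ratio · Controls – buffer and maximal DAMGO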
TRPC6 act = mouse TRPC6 channel activators, primary screen, cell-based, HEK293, membrane potential dye | HEK293-TRPC6 membrane potential dye fluorescence; hits give high values | B-score at 10 µM | 310,000 compounds, 0.13% hits | AID 2550, 2010;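 active = B-score of the integrated fluorescence ratio above library mean plus 3 SD, and starting fluorescence ratio within library mean plus 5 SD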;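 note: higher score means more depolarization so channel activation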
Target sequence (Q61143 whole entry, looked up): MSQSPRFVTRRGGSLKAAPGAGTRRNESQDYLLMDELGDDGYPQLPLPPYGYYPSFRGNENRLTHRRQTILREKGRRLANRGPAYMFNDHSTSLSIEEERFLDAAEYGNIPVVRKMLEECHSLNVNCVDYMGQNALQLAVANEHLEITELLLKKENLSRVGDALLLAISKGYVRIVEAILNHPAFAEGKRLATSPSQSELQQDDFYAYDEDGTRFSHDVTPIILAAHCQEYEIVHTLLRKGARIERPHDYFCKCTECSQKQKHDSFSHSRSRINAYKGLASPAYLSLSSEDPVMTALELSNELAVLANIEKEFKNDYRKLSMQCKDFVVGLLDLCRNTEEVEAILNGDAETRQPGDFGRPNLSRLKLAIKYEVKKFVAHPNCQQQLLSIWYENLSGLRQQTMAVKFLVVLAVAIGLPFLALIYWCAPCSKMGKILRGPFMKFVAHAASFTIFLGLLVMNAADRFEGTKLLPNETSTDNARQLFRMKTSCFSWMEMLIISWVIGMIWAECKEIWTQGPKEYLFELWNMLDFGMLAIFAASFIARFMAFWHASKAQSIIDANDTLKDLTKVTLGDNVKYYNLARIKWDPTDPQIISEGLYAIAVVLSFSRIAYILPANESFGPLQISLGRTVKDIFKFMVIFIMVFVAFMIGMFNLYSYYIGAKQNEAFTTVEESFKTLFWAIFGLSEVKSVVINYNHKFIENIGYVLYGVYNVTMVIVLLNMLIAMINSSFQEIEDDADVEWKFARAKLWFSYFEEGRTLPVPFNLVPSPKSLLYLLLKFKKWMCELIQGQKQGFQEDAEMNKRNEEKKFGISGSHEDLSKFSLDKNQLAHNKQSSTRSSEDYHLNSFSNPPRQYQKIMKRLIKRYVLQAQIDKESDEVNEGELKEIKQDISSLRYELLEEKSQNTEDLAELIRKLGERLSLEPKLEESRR
TRPC4 block = inhibitors of mouse TRPC4 channel, primary screen, Fluo4 calcium, HEK293 TRPC4beta/mu-opioid cells | DAMGO-evoked Fluo4 calcium flux; hits give low values | B-score at 10 µM | 300,000 compounds, 0.39% hits;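 active = B-score over 3 SD under the library average, no early fluorescence shift, positive overall ratio signal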
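Assay system – HEK293 line stably carrying TRPC4beta and mu-opioid receptor · Doses – single dose · Detection – Fluo4 calcium-dye fluorescence, kinetic read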
TRPC6 inhibitor = mouse TRPC6 channel inhibitors, primary screen, cell-based, HEK293, membrane potential dye; Short transient receptor potential channel 6 (Mus musculus), Q61143; ACh-evoked depolarization; hits give low values; B-score at 10 µM; 310,000 compounds, 1.1% hits; AID 2553, 2010;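 active = B-score under library mean minus 3 SD, initial fluorescence not abnormally high, positive integrated signal ratio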;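 note: B-score derived from integrated fluorescence ratio over the kinetic read; more negative B-score means stronger inhibition of depolarization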
RGS4 block = RGS4 inhibitors, primary screen, cell-based, HEK293 M3R inducible RGS4, calcium flux; Regulator of G-protein signaling 4 (Homo sapiens), P49798; Fluo-4 calcium flux; hits give high values; triggered by carbachol at its EC20; B-score at 10 µM; 310,000 compounds, 0.45% hits;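 active = B-score, a plate-corrected calcium signal, over three deviations above library mean, with baseline fluorescence within five deviations of library mean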;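 note: RGS4 expression induced by doxycycline in cells with stable M3 receptor; B-score is computed from the integrated fluorescence ratio over baseline after carbachol; higher B-score means a larger calcium signal and so more RGS4 inhibition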
MrgX1 PAM = positive allosteric modulators of MrgX1, primary screen, HEK293 cells, Fluo-4 calcium flux; Mas-related G-protein coupled receptor member X1 (Homo sapiens), Q96LB2; FDSS; hits give high values; B-score at 10 µM; 310,000 compounds, 0.63% hits; AID 588675, 2011;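 active = plate-corrected calcium response at least 3 library SD above typical, normal starting fluorescence, not activating the receptor alone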;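 note: compound read alongside a low EC10 to EC30 dose of BAM8-22 agonist; peak minus trough fluorescence over baseline measured at the second addition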
ANO1 block = TMEM16A chloride channel inhibitors, primary screen, cell-based, HTS; Anoctamin-1 (Mus musculus), Q8BHY3; HEK293 TMEM16A/YFP iodide influx fluorescence, ionomycin; normalized B-score (activity score, 25-100; higher = stronger inhibition) at 10 µM; 310,000 compounds, 1.2% hits; AID 588511, 2011;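 active = ratio plate-corrected score three or more library SD toward inhibition, starting fluorescence score within five deviations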;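 note: score derived from kinetic fluorescence span divided by baseline fluorescence per well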
MrgX1 antag = antagonists of human MrgX1 receptor, primary screen, HEK293 cells, Fluo-4 calcium flux; 310,000 compounds, 1.3% hits; Mas-related G-protein coupled receptor member X1 (Homo sapiens), Q96LB2; BAM8-22 antagonism; hits give low values; B-score at 10 µM; AID 588676, 2011;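 active = calcium-response B-score plate-corrected more than 3 library SD below zero, starting fluorescence within 5 deviations, no agonist response on first addition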;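 note: peak minus trough fluorescence over baseline after final BAM8-22 challenge near maximal dose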
ANO1 activ = TMEM16A chloride channel activators or potentiators, primary screen, cell-based, HTS | Anoctamin-1 (Mus musculus), Q8BHY3 | HEK293 TMEM16A/YFP-H148Q/I152L, iodide quench fluorescence; hits give low values | B-score at 10 µM | 340,000 compounds, 0.3% hits | AID 623877, 2012;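 active = fluorescence-ratio B-score plate-corrected deviation score at least 3 library SD below zero, with starting fluorescence score within 5 deviations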;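 note: channel opened by trigger with iodide after compound preincubation; score built on the fluorescence ratio of max minus min over baseline; more negative score means more quench and so TMEM16A activation or potentiation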
Active calls of the source: *; i = inactive; nt = no result given.

SMILES | MrgX1 ag | TRPC4 PAM | TRPC4 agonist | TRPC6 act | TRPC4 block | TRPC6 inhibitor | RGS4 block | MrgX1 PAM | ANO1 block | MrgX1 antag | ANO1 activ
O=[N+]([O-])c1ccc(Cl)c(/C=N/N2CCN(Cc3ccc(Cl)cc3)CC2)c1 | i | i | i | i | i | i | i | i | i | i | i
Cc1c(NC(=O)C(C)N(c2ccccc2)S(C)(=O)=O)c(=O)n(-c2ccccc2)n1C (stereo not given) | i | i | i | i | i | i | i | i | i | i | i
CC(=O)Nc1ccc(S(=O)(=O)Nc2ccccc2C(=O)N2CCCCCC2)cc1 | i | i | i | i | i | i | i | i | i | i | i
O=C(CN1CCN(c2ccccn2)CC1)Nc1cccc(S(=O)(=O)N2CCOCC2)c1 | i | i | i | i | i | i | i | i | i | i | i
COc1cc(NC(=O)COc2ccccc2Cl)ccc1NC(=O)C(C)C | i | i | i | i | i | i | i | i | i | i | i
O=C(O)CN1C(=O)C(=O)N(Cc2ccc(C(F)(F)F)cc2)C1=O | i | i | i | i | i | i | i | i | i | i | i
Cc1cc(C)n(S(=O)(=O)c2ccc3ccccc3c2)n1 | i | i | i | i | i | i | i | i | i | i | i
CCOC(=O)C1CCN(C(=O)C(C)N(c2ccc(Oc3ccccc3)cc2)S(C)(=O)=O)CC1 (stereo not given) | nt | i | i | i | i | i | i | nt | nt | nt | i
Cc1cc(C)nc(SCC(=O)N2CCOCC2)n1 | i | i | i | i | i | i | i | i | i | i | i
COCc1cc(C)nc2sc(C(=O)NC3CCCCC3)c(N)c12 | i | i | i | i | i | i | i | i | i | i | i
O=C(CN1CCc2ccccc2C1)Nc1ccccc1Cl | i | i | i | i | i | i | i | i | i | i | i
COc1cccc(OC)c1C(=O)Nc1sc2c(c1C#N)CCC2 | i | i | i | i | i | i | i | i | i | i | i
O=C(CSc1nc2cccnc2n1Cc1ccccc1)NC1CCCCC1 | i | i | i | i | i | i | i | i | i | i | i
Cc1ncoc1C(=O)NC1CCCc2c1cnn2-c1ccc(C(C)(C)C)cc1 (stereo not given) | nt | i | i | i | i | i | i | nt | nt | nt | i
Cc1cccc(NC(=S)/N=C(\N)Nc2nc(C)c3cc(C)ccc3n2)c1 | i | i | i | i | i | i | i | i | i | i | i
COc1ccc(CCC(=O)NCCOc2ccc(C)cc2)cc1 | i | i | i | i | i | i | i | i | i | i | i
CCCCNC(=O)COc1ccccc1C(=O)c1cc(C#N)c(=O)n(CCOC)c1 | i | i | i | i | i | i | i | i | i | i | i
CSc1ccc(/C=C(/NC(=O)c2ccco2)C(=O)N2CCOCC2)cc1 | i | i | i | i | i | i | i | i | i | i | i
O=C(Nc1cccc2ncccc12)c1cccc(Br)c1 | i | 14* | i | i | i | i | i | i | i | i | nt
COc1ccccc1-c1noc(-c2ccncc2)n1 | i | i | i | i | i | i | i | i | i | i | i
Cc1ccc(/C=N/NC(=O)c2nnn(-c3nonc3N)c2C(C)C)o1 | i | i | i | i | i | i | i | i | i | i | i
N#Cc1c(-c2ccccc2)nc(SCC(=O)NC2CCCCC2)[nH]c1=O | i | i | i | i | i | i | i | i | i | i | i
Cc1cc(C)cc(N2CC(O)Cn3c2nc2c3c(=O)[nH]c(=O)n2C)c1 (stereo not given) | i | i | i | i | i | i | i | i | i | i | i
COc1cccc(-c2nc(N3CCCC3)c3ccccc3n2)c1O | i | i | i | i | i | i | i | i | i | i | i
CC(C)CCNC(=O)CO/N=C/c1ccccc1OC(F)F | i | i | i | i | i | i | i | i | i | i | i
O=C1CC(NC(=O)C(F)(F)F)=NN1c1ccccc1 | i | i | i | i | i | i | i | i | i | i | i
Cc1ccc(S(=O)(=O)N2CCCC2C(=O)Nc2cc(C)on2)cc1 (stereo not given) | i | i | i | i | i | i | i | i | i | i | i
O=C(Cn1nnc(-c2ccccc2F)n1)OCC(=O)c1ccccc1 | i | i | i | i | i | i | i | i | i | i | i
O=C(CSc1ccc(-c2ccco2)nn1)N1CCCCC1 | i | i | i | i | i | i | i | i | i | i | i
C=CCSc1nc(C)cc2c1C(=O)OC2 | i | i | i | i | i | i | i | i | i | i | i
CCOc1ccc(NC(=O)NNC(=O)c2ccc(Cl)cc2Cl)cc1 | i | i | i | i | i | i | i | i | i | i | i
CN(Cc1ccccc1)C(=O)CN1C(=O)c2ccccc2C1=O | i | i | i | i | i | i | i | i | i | i | i
COc1ccccc1OC(=O)c1cc(Cl)nc2ccccc12 | i | i | i | i | i | i | i | i | i | i | i
Cc1cn2c(-c3cccnc3)nnc2s1 | i | i | i | i | i | i | i | i | i | i | i
COc1cccc(-c2csc(N3CCN(C(=O)C4CCCCC4)CC3)n2)c1 | i | i | i | i | i | i | i | i | i | i | i
COc1cccc(/C=c2\s/c(=C\C(=O)C(C)(C)C)[nH]c2=O)c1 | i | i | i | i | i | i | i | i | i | i | i
COc1ccc(OC)c(S(=O)(=O)N2CCC(C(=O)Nc3cccc(C)c3)CC2)c1 | i | i | i | i | i | i | i | i | i | i | i
O=C(CC1Oc2ccccc2NC1=O)NCc1ccc(Cl)cc1 (stereo not given) | i | i | i | i | i | i | i | i | i | i | i
CC(C)OC(=O)c1cccc(C(=O)O)n1 | i | i | i | i | i | i | i | i | i | i | i
N#Cc1ccccc1S(=O)(=O)N1CCN(CC(O)c2ccccc2)CC1 (stereo not given) | i | i | i | i | i | i | i | i | i | i | i
Cc1oc2cc3oc(=O)c(CCC(=O)NCc4ccccn4)c(C)c3cc2c1C | i | i | i | i | i | i | i | i | i | i | i
Cc1ccc(N2CC(C(=O)Nc3ccc4c(c3)OCO4)CC2=O)cc1C (stereo not given) | i | i | i | i | i | i | i | i | i | i | i
O=C(NCc1ccc2c(c1)OCO2)C(=O)Nc1cc2c3c(c1)CC(=O)N3CCC2 | i | i | i | i | i | i | i | i | i | i | i
CCN1CCCc2cc(CN(CCN3CCOCC3)C(=S)Nc3ccc(OC)c(Cl)c3)ccc21 | i | i | i | i | i | i | i | i | i | i | i
CO/N=C/c1ccc(N2CCN(C(=O)c3ccc(Cl)cc3Cl)CC2)c([N+](=O)[O-])c1 | i | 12* | i | i | i | i | i | i | 100* | i | i
O=C(NC(C(=O)c1ccccc1)n1ccc(=O)[nH]c1=O)c1ccccc1 (stereo not given) | i | i | i | i | i | i | i | i | i | i | i
CCCOc1ccc(-c2c(C(=O)N/N=C(\C)COc3ccccc3)nnn2-c2nonc2N)cc1 | i | i | i | i | i | i | i | i | i | i | i
Cc1ccc(NC2CCCN(C(=O)c3cccs3)C2)cc1C (stereo not given) | i | i | i | i | i | i | i | i | i | i | i
CC(=O)NN1C(=O)c2ccccc2NC1c1ccccc1F (stereo not given) | i | i | i | i | i | i | i | i | i | i | i
Cn1c(SCC(=O)Nc2ccc3nc(SCC(=O)NC4CC4)sc3c2)nnc1-c1ccccc1 | i | i | i | i | i | i | i | i | i | i | i
O=C(CCSc1ccc(Cl)cc1)NC1CCCC1 | i | i | i | i | i | i | i | i | i | i | i
CCNC(=S)NNC(=O)Nc1ccccc1 | i | i | i | i | i | i | i | i | i | i | i
Cc1c(Cl)cccc1NC(=S)NCCc1ccc(S(N)(=O)=O)cc1 | i | i | i | i | i | i | i | i | i | i | i
COc1cc2cc(Oc3ccc4ccc(=O)oc4c3)c(=O)oc2cc1OC(C)=O | i | i | i | i | i | i | i | i | i | i | i
O=C(CN(C(=O)C1COc2ccccc2O1)c1ccccc1)NCC1CCCO1 (stereo not given) | i | i | i | i | i | i | i | i | i | i | i
CCN(C(=O)CSc1nc(-c2ccccc2)cn1N)c1c(N)n(Cc2ccccc2)c(=O)[nH]c1=O | i | i | i | i | i | i | i | i | i | i | i
COc1ccc(C(=O)NC(Cc2c[nH]c3ccccc23)C(=O)O)cc1 (stereo not given) | i | i | i | i | i | i | i | i | i | i | i
Cn1nc(-c2ccc(Cl)cc2)cc1NC(=O)CC(C)(C)CC(=O)O | i | i | i | i | i | i | i | i | i | i | i
CC(C)Sc1nc2ccsc2c(=O)[nH]1 | i | i | i | i | i | i | i | i | i | i | i
O=C(CSc1ccccc1)N/N=C/c1ccccc1O | i | i | i | i | i | i | i | i | i | i | i

The last 3 records of the section before come first, to join the parts:
SMILES | MrgX1 ag | TRPC4 PAM | TRPC4 agonist | TRPC6 act | TRPC4 block | TRPC6 inhibitor | RGS4 block | MrgX1 PAM | ANO1 block | MrgX1 antag | ANO1 activ
Cn1nc(-c2ccc(Cl)cc2)cc1NC(=O)CC(C)(C)CC(=O)O | i | i | i | i | i | i | i | i | i | i | i
CC(C)Sc1nc2ccsc2c(=O)[nH]1 | i | i | i | i | i | i | i | i | i | i | i
O=C(CSc1ccccc1)N/N=C/c1ccccc1O | i | i | i | i | i | i | i | i | i | i | i
COc1ccc(C(=O)OCc2nnc(-c3ccccc3)o2)cc1S(=O)(=O)N1CCOCC1 | i | i | i | i | i | i | i | i | i | i | i
COc1cccc2cc(C(C)=O)oc12 | i | i | i | i | i | i | i | i | i | i | i
CC1CCCN(C(=O)CSc2nc3ncccc3[nH]2)C1 (stereo not given) | i | i | i | i | i | i | i | i | i | i | i
CS(=O)(=O)N1N=C(c2ccco2)CC1c1ccccc1Cl (stereo not given) | i | i | i | i | i | i | i | i | i | i | i

Screening data deposited in PubChem BioAssay by Johns Hopkins Ion Channel Center.
